# TDP43 rescue: rescues yeast growth from TDP-43 toxicity. AID 652104. TDP-43 expressing yeast growth rescue, BacTiter-Glo, 24 h. Potency, µM (series often up to 46.1 µM), without a hit: top-dose growth rescue (activation), hits mostly activators. 410,000 tested, 1.8% active; also: % of control where 0% means no effect; nearly all actives have a fitted effect of over 50% in size
#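 Luminescence from BacTiter-Glo reports growth of TDP-43-expressing yeast after 24 hr at 30 deg C with compound. Cells were raffinose-pregrown to mid-log, then seeded in galactose medium at OD600=0.02.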
# PTHR1 ag: activates the human parathyroid hormone receptor PTHR1; Q03431; HEK293 GP2 PTHR1 cells, GloSensor cAMP luminescence, 1 h; Potency, µM (doses to about 115 µM), inactives show at the highest dose activation, most hits filed as activators; 410,000 tested, 0.075% active; also: nearly all actives have a fitted effect of over 55% in size; some results filed as inactive show a strong effect at the top dose; inactives centre near -15; many of its hits are not listed in these tables
# Target sequence (Q03431 whole entry, looked up): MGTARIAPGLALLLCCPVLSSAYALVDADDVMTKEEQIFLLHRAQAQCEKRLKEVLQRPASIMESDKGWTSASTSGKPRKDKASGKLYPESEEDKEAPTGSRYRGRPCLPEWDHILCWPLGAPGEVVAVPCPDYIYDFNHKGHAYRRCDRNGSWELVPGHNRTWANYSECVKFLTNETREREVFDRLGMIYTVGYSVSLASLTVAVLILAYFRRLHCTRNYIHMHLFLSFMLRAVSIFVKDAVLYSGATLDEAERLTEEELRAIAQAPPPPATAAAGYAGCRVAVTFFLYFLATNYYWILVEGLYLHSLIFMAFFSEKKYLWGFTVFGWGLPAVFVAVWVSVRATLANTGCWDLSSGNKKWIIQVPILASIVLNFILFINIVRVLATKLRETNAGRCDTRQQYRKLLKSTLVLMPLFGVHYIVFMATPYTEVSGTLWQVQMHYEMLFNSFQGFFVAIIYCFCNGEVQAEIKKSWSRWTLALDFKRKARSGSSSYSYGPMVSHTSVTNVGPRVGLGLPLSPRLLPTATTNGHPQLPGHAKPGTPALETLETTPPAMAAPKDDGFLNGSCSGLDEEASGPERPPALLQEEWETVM
#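 HEK-293-derived GP2 cells expressing PTHR1 and a GloSensor cAMP reporter, 3,000/well, plated overnight, given luciferin plus IBMX (each 0.5 mM as added) for 1 h at 37 °C, then compound for 1 h at 37 °C. Luminescence was read after 15 min at room temperature.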
# FUS suppressor: FUS proteinopathy suppression in yeast; S. cerevisiae FUS-expressing, growth rescue, OD600, 24 h; Potency, µM (series often up to 76.6 µM), inactives show at the top dose growth rescue (activation), most hits filed as activators; 390,000 tested, 0.24% active; AID 1347120;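 also: plate controls were DMSO vehicle for no effect and reference control for full effect; nearly all actives have a fitted effect of over 55% in size; some results filed as inactive show a strong effect at the top dose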
#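 Read-out: OD at 600 nm after 24hr at 30C, reporting rescue of FUS-induced yeast toxicity. Cells at OD 0.005 in galactose (2%) minimal medium; compounds tested in a dilution series; CP55940 titration from 92uM final as control.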
# An asterisk follows results filed as active; i = inactive; ? = inconclusive; [ ] = remark or other dose. Calls follow the shape of the dose curve; as a rule, active = well fitted curve in the direction sought with a large enough effect; inconclusive = small, poorly fitted or top-dose-only effect, or another doubt; inactive = no such curve, though single readings can be large; an effect the other way counts as inactive or inconclusive. Potency is read from the fitted curve at half-maximal effect. This is a subset. The share of hits here may be higher or lower than overall.
SMILES,TDP43 rescue,PTHR1 ag,FUS suppressor
CCOc1ccc(-n2nc3cc(C)c(NC(=O)c4cc(OCC)c(OCC)c(OCC)c4)cc3n2)cc1,7.6%,i,13.8%
CC(Oc1ccccc1)C(=O)OCc1cc(=O)n2nc(C(C)C)sc2n1 (stereo not drawn),-6.6%,-41.0%[inhibitor],1.6%
COc1ccc(-c2cnc(C)o2)cc1S(=O)(=O)Nc1ccc(C)c(F)c1,25.9%,-25.1%,9.2%
Cc1cccc(N2C(=O)C(CC(=O)Nc3ccc(F)cc3)N(C3CCCC3)C2=O)c1 (stereo not drawn),-13.7%,26.9%,15.9%
CCCCn1c(=O)c2oc3ccccc3c2n(Cc2cccc(C)c2)c1=O,10.4%,i,-30.1%
CCc1ccc(NC(=O)c2cc(CN3CCOCC3)on2)cc1,8.9%,-63.7%,13.6%
CCOc1ccc(CNC(=O)c2ccc3oc(=O)n(Cc4ccccc4)c3c2)cc1,9.7%,i,?
O=C(CCc1ccccc1)NC1CC(=O)N(c2cccc(F)c2)C1 (stereo not drawn),11.6%,-6.1%,-4.9%
Cc1cc(C)cc(NS(=O)(=O)c2ccc3[nH]cc(C(=O)NC4CCCCC4)c(=O)c3c2)c1,2.2%,-2.3%,?
CCc1ccc(NC(=O)CSc2nc3c(c(=O)[nH]2)CN(Cc2ccc4c(c2)OCO4)CC3)cc1,1.0%,-17.1%,14.0%
CCOCCc1nn2c(=O)cc(COC(=O)c3ccc(NC(=O)C4CCCCC4)cc3)nc2s1,8.5%,-27.2%,11.9%
COc1ccccc1CNC(=O)c1cnc2sc(N3CCCCCC3)nn2c1=O,15.3%,-10.1%,33.4%
CN(C)CCNC(=O)C(=O)NCC(c1ccc2c(c1)OCO2)N1CCOCC1 (stereo not drawn),14.4%,i,-1.8%
Cc1ccccc1CNC(=O)Cn1nc(C)c2nn(-c3ccc(Cl)cc3)c(C)c2c1=O,6.8%,-54.4%[inhibitor],21.1%
CC1CCN(C(=O)Cn2c(SCC(=O)Nc3ccc(F)cc3)nc3ccccc32)CC1,20.4%,-4.1%,13.7%
Cc1ccccc1NC(=O)CSc1nc2ccc(NC(=O)CCc3ccccc3)cc2s1,4.2%,i,6.9%
COc1ccc(OC)c(CNC(=O)C(C)n2c(C)c3cnn(-c4ccccc4)c(=O)c3c2C)c1 (stereo not drawn),12.6%,i,20.9%
Cc1c(NC(=O)Cc2ccc(F)cc2)cccc1-c1nc2cccnc2s1,8.1%,-72.0%[inhibitor],-1.8%
COc1cccc(-n2c(=O)c3c(C)c(C(=O)N(C)C)sc3n(Cc3ccc(F)cc3Cl)c2=O)c1,3.5%,-6.0%,18.3%
Cc1ccccc1C(=O)Oc1c(Sc2ccccc2)c(C)nn1C(C)(C)C,7.8%,-33.7%[inhibitor],12.0%
CC(C)OCCCNC(=O)CN1C(=O)c2cccnc2Sc2ccccc21,1.7%,i,10.5%
CCOc1ccccc1NC(=O)N1CCN(C)c2ncccc21,10.7%,i,-28.5%
CCCc1nn2c(=O)cc(COC(=O)c3cccc(NC(=O)CCc4ccccc4)c3)nc2s1,6.1%,-18.2%,-10.8%
Cc1c(Cl)cccc1-n1ncc(C(=O)NCc2cccs2)c1C1CCN(C(=O)OC(C)(C)C)CC1,31.6µM*,i,?
CCOC(=O)c1c(NC(=O)c2ccc(S(=O)(=O)N3CCC(C)CC3)cc2)sc2c1CCN(C)C2,-17.8%,-17.7%,?
O=S(=O)(c1ccccc1)c1nnn2c1nc(NCc1ccccc1)c1cc(Cl)ccc12,17.2%,-17.4%,-16.4%
Cc1cc(C)cc(NC(=O)N2CCC(CN3CCc4ccccc4C3)CC2)c1,2.0%,-4.2%,23.3%
O=C(CC1N=C2c3ccccc3N=C(SCc3ccc(F)cc3)N2C1=O)NCc1ccc2c(c1)OCO2 (stereo not drawn),28.8%,i,?
CSc1ccc(CCNc2ncnc3onc(C)c23)cc1,?,-86.7%[inhibitor],5.3%
CCc1ccc(/C=C(/C#N)c2nc(-c3ccc(C)cc3)cs2)cc1,10.8%,-45.0%,2.9%

# A few values from the results shown:
# O=S(=O)(c1ccccc1)c1nnn2c1nc(NCc1ccccc1)c1cc(Cl)ccc12 @ TDP43 rescue = 17.2%
# Cc1cc(C)cc(NC(=O)N2CCC(CN3CCc4ccccc4C3)CC2)c1 @ TDP43 rescue = 2.0%

# Additional entries.
SMILES,TDP43 rescue,PTHR1 ag,FUS suppressor
CCOC(=O)c1ccc(NC(=O)Cn2nnc(-c3ccc(C(F)(F)F)cc3)n2)cc1,-6.1%,i,-17.6%
CCOC(=O)CC(NC(=O)CCc1c(C)nc2cc(-c3ccccc3)nn2c1C)c1ccc(C)cc1 (stereo not drawn),?,-17.9%,?
O=C(NCCc1ccc(Cl)cc1)c1ccc2c(c1)N(Cc1ccc(F)cc1Cl)C(=O)CS2,24.4%,i,17.2%
CCn1c2c(c(=O)n3ncc(C(=O)N4CCN(c5ccccc5)CC4)c13)CN(Cc1ccc(OC)cc1)CC2,-0.2%,-1.1%,32.0%
Cc1cc(O)c(C(c2ccccc2)N2CCCCC2)c(=O)n1Cc1ccco1 (stereo not drawn),15.3%,i,15.1%
Cc1ccc2nc(COc3ccccc3NC(=O)c3ccccc3F)cc(=O)n2c1,4.0%,i,-1.2%
CC(=O)N(Cc1cccnc1)c1nc2c(F)cc(F)cc2s1,18.7%,-8.7%,-3.2%
CCOc1ccc2nc(Cl)c(C3CC(c4ccc(C)cc4)=NN3C(=O)CCCC(=O)O)cc2c1 (stereo not drawn),0.1%,-16.2%,8.2%
COC(=O)c1cc2sc(Cl)cc2n1CC(=O)Nc1cc(C)cc(C)c1,10.0%,i,1.8%
O=C(Nc1ccc(F)cc1F)c1cc(CN2CCOCC2)on1,1.7%,-15.3%,-11.6%
CCCn1c(CCC(=O)Nc2cccc(CC)c2)nc2cccnc21,?,3.9%,-7.5%
COc1ccc(NC(=O)N(C(C)C)C2CCN(C(C)=O)CC2)c(OC)c1,10.7%,-14.7%,-26.3%
O=C(NCc1ccco1)c1ccc2c(c1)N(Cc1ccc(Cl)cc1)C(=O)c1ccccc1S2(=O)=O,12.0%,-10.7%,?
Cc1cccc(OCC(=O)Nc2ccccc2C(=O)OCc2cc(=O)n3ccsc3n2)c1,2.4%,-10.7%,-16.3%
CN(Cc1ccccc1)c1ccc(-c2nc(-c3ccccc3)no2)cc1[N+](=O)[O-],-8.8%,i,11.3%
CCN(C(=O)CSc1nc2ccccc2n1CC(=O)NCc1ccc(OC)cc1)c1ccccc1,1.9%,-39.3%,?
CC1Cc2cc(S(=O)(=O)CCC(=O)Nc3ccc(F)cc3Cl)ccc2N1C(=O)C1CC1 (stereo not drawn),11.4%,-17.9%,8.1%
CC(C)c1ccc(NC(=O)CSC2=Nc3ccccc3C3=NC(CC(=O)NCCc4ccccc4)C(=O)N23)cc1 (stereo not drawn),?,i,?
N#Cc1ccc(C(=O)NCc2ccc3c(c2)CCN3C(=O)c2ccc(F)cc2)cc1,?,i,-2.9%
CCOc1ccc(CCNC(=O)CCc2cn(Cc3ccc(F)cc3)c3ccccc23)cc1,11.5%,-8.3%,5.1%

# Ordered by value in PTHR1 ag (smallest number first): 3 of the compounds above.
structure,PTHR1 ag
COc1ccc(NC(=O)N(C(C)C)C2CCN(C(C)=O)CC2)c(OC)c1,-14.7%
O=C(NCc1ccco1)c1ccc2c(c1)N(Cc1ccc(Cl)cc1)C(=O)c1ccccc1S2(=O)=O,-10.7%
CCOc1ccc(CCNC(=O)CCc2cn(Cc3ccc(F)cc3)c3ccccc23)cc1,-8.3%

# The results go on.
SMILES,TDP43 rescue,PTHR1 ag,FUS suppressor
Cc1ccc(C)c(Nc2nnc(-c3ccc(C)c(S(=O)(=O)N4CCCCC4)c3)c3ccccc23)c1,-20.9%,i,?
Cc1cc(C)c2c(=O)cc(C(=O)Nc3ccc(C)c(Cl)c3)oc2c1,?,-23.6%,-0.7%
COc1ccccc1N1CCN(CCCNC(=O)c2nnc(Cc3ccc(F)cc3Cl)o2)CC1,1.5%,4.8%,15.7%
CC1CCCN(c2csc3ccccc3c2=O)C1 (stereo not drawn),-0.1%,-44.0%[inhibitor],18.4%
Cc1cc(C)cc(Nc2ncnc3c2nc2n3CCCC2)c1,15.2%,-3.4%,-2.8%
CCCn1cnc2cc(NCc3ccccc3OCC)ccc21,?,i,2.4%
CCOc1ccccc1CC1C(=O)Nc2ccc(Br)cc21 (stereo not drawn),?,-21.6%,11.7%
CCOC(=O)c1sc2ccccc2c1S(=O)(=O)Nc1ccc(CC)cc1,-18.3%,-5.2%,-6.1%
CC(=O)N1CCc2c(sc3nc(SCC(N)=O)n(-c4ccc(F)c(Cl)c4)c(=O)c23)C1,6.7%,i,23.1%
Cn1c(=O)n(C)c2cc(N3CCOCC3)c(NC(=O)c3ccc(C(C)(C)C)cc3)cc21,23.7%,-2.8%,4.3%
COc1ccc(-c2cc(C(=O)NCc3ccccc3)c3c(-c4ccccc4)[nH]nc3n2)cc1,19.6%,i,24.2%
Cc1ccc(C(=O)N(Cc2ccco2)c2ccccn2)cc1,4.6%,i,7.4%
COc1ccc(C(=O)Nc2cc(C(C)C)c(O)c(S(=O)(=O)c3ccc(Cl)cc3)c2C)cc1,23.2%,-27.5%,?
Cc1ccc(/C=C/c2onc(C)c2S(=O)(=O)N2CCC(C(=O)NCc3ccc(N(C)C)cc3)CC2)cc1,23.5%,2.5%,7.0%
COc1cccc(C2CC(=O)N(c3ccc(F)cc3)C3=C2C(=O)OC3)c1OC (stereo not drawn),11.8%,i,-7.8%
O=C(CCc1ccccc1)N(Cc1cccnc1)c1nc2c(F)cc(F)cc2s1,15.8%,-42.7%[inhibitor],22.0%
CCOC(=O)C1CCN(C(=O)c2ccc(C)c(NC(=O)c3nsc4ccccc34)c2)CC1,35.5µM*,i,?
CCOC(=O)c1nc(Nc2ccccc2OC)c2ccccc2n1,?,-14.9%,-17.9%
Cc1cccc(NC(=O)Cn2cc(S(=O)(=O)c3ccc(F)cc3)c(=O)c3cc4c(cc32)OCO4)c1,3.4%,-14.3%,-2.3%
Cc1nn(-c2ccccc2)c(-n2cccc2)c1C(=O)N1CCN(c2ccccc2)CC1,-6.2%,-25.2%,-14.0%
COc1ccc2c(CNCc3cccs3)c(C(=O)O)n(Cc3ccccc3C)c2c1,21.4%,i,-21.2%
Cc1ccccc1C(=O)N1CC(=O)Nc2ccc(Cl)cc2C1c1ccccc1 (stereo not drawn),8.9%,i,16.7%
CCOc1ccc(CNC(=O)C2Cc3cc(S(=O)(=O)N4CCCCCC4)ccc3N2C(C)=O)cc1 (stereo not drawn),20.0%,-49.9%[inhibitor],-21.2%
Cc1ccc(NC(=O)CN2C(=O)COc3ccc(S(=O)(=O)NC4CCCC4)cc32)cc1Cl,10.2%,-9.5%,-12.9%
CC1=C(C(=O)Nc2ccccc2)C(c2cccnc2)n2nc(SCc3ccccc3Cl)nc2N1 (stereo not drawn),-6.8%,-5.6%,9.5%
COc1cc(Br)ccc1C1C(C(=O)Nc2ccc(C)cc2C)=C(C)Nc2nnnn21 (stereo not drawn),14.6%,i,0.0%
CC(=O)c1c(C)oc2ccc(N(C(=O)Oc3ccccc3)S(=O)(=O)c3ccc(C(C)(C)C)cc3)cc12,14.2%,-35.6%[inhibitor],19.8%
COCCCNc1oc(-c2ccc(COc3ccc(Cl)cc3)o2)nc1C#N,?,-90.2%[inhibitor],?
COc1cccc(CNC(=O)c2cccc(NC(=O)c3nsc4ccccc34)c2)c1,35.5µM*,i,23.3%
CCOc1ccc(CCNC(=O)c2ccc(C)c(-n3cnc4cccnc43)c2)cc1,9.2%,-14.9%,25.4%
CN(C)c1ccc(CNC(=O)c2ccc(Cn3c(=O)c4cccn4c4cccnc43)cc2)cc1,0.0%,i,-13.2%
COc1ccc(-c2cc(C(F)(F)F)c(C#N)c(SCC(=O)Nc3ccccc3F)n2)cc1,10.8%,i,15.3%
Cc1ccc(-c2cc(C(=O)Oc3ccc(C#N)cc3)no2)cc1C,18.9%,i,16.9%
Cc1cccc(-n2c(-c3ccco3)nc3c(cnn3-c3ccccc3C)c2=O)c1,-22.6%,?,13.3%
Cc1ccc2oc(=O)c3cc(C(=O)Nc4cccc(C#N)c4)sc3c2c1,-20.4%,15.5%,-0.7%
CCc1ccc(CNC(=O)c2c3c(nc4ccccc24)C(=O)N(C2CCCCC2)C3)cc1,13.5%,i,37.7%
O=C(Cc1ccc(Cl)cc1)Nc1ccc2nn(-c3ccccc3)nc2c1,24.3%,-22.6%,-1.3%
COc1cccc(NC(=O)CCNC(=O)Cn2cnc3ccccc3c2=O)c1,0.0%,i,2.2%
CC(C)Cc1nn2c(=O)cc(COC(=O)c3ccccc3NC(=O)c3cccs3)nc2s1,-1.5%,i,2.7%
